TGFb SMAD3 inh – blocks TGF-b signaling; HepG2 CAGA-GFP TGF-b/SMAD3 reporter, GFP fluorescence, 18 h; TGF-beta stimulated, 500 pg/mL final; Potency, µM (top dose mostly 46.1 µM), without a hit: top-dose activity, negative = inhibition, hits mostly inhibitors; 1.2% of 410,000 active; AID 588855; also: potency is read from the fitted curve at half-maximal effect; % is scaled to controls: 0 for no effect and ±100 for the full control effect; nearly all actives have a fitted effect of over 65% in size
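Using HEPG2 CAGA-GFP reporter cells at 1000 cells/well, we pinned test compounds, stimulated with recombinant TGF-beta (500 pg/mL final) and measured total well GFP after 18 h.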
MmCpn inh – M. maripaludis TRiC chaperonin inhibition; purified Mm-Cpn ATPase, ADP Transcreener TR-FRET; 0.031% of 330,000 active; Potency, µM (doses to about 76.9 µM), inactives show at the highest dose activity, negative = inhibition, most hits filed as inhibitors; AID 504842; also: potency is read from the fitted curve at half-maximal effect; % is scaled to controls: 0 for no effect and ±100 for the full control effect; nearly all actives have a fitted effect of over 80% in size
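ATPase read-out: TR-FRET ADP immunoassay (anti-ADP Eu cryptate vs ADP-d2), ex 320 nm, em 590/665 nm; signal drops as ADP forms. Enzyme 25 nM, ATP 10 uM, 30 min at 37°C after 10 min compound preincubation.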
A549 tox – counter-screen for Nrf2 inhibitors: cytotoxicity in A549 cells; 0.16% of 390,000 active; A549 ARE-Fluc cells, CellTiter-Fluor viability, 18-24 h; Potency, µM (series often up to 46 µM), without a hit: top-dose activity change, negative = cytotoxicity, hits mostly inhibitors; also: potency is read from the fitted curve at half-maximal effect; % is scaled to controls: 0 for no effect and ±100 for the full control effect
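A549 ARE_Fluc cells in 5% FBS OPTI-MEM were exposed to compounds in concentration-response for 18-24 h at 37 deg C. Viability was read by CellTiter-Fluor fluorescence (Ex 405/Em 525) after 30 min, before the luciferase read.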
Nrf2 block – Nrf2 pathway inhibition; AID 504444; A549 ARE-Fluc reporter, luciferase luminescence, 18-24 h; Potency, µM (titrated, usually from 46 µM), for the others: at the highest dose activity change, negative = inhibition, most hits filed as inhibitors; 2.1% of 360,000 active; also: potency is read from the fitted curve at half-maximal effect; % is scaled to controls: 0 for no effect and ±100 for the full control effect; nearly all actives have a fitted effect of over 60% in size
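Cells were seeded and rested 2 h, then exposed to compounds for 18-24 h. CellTiter-Fluor was read first as a viability measure. BugLite was added 15 min before the final luminescent read of ARE-luciferase activity in A549 cells.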
EPAC2 ag – EPAC2 (human) agonism. EPAC2 activation, biochemical qHTS; response scale: 100% = 6.5 mM cAMP response. Potency, µM (titrated, usually from 154 µM), for the others: at the highest dose activation, actives largely listed as activators. 0.079% of 360,000 active. AID 720711; also: potency is read from the fitted curve at half-maximal effect; nearly all actives have a fitted effect of over 50% in size
Target sequence (Q8WZA2 whole entry, looked up): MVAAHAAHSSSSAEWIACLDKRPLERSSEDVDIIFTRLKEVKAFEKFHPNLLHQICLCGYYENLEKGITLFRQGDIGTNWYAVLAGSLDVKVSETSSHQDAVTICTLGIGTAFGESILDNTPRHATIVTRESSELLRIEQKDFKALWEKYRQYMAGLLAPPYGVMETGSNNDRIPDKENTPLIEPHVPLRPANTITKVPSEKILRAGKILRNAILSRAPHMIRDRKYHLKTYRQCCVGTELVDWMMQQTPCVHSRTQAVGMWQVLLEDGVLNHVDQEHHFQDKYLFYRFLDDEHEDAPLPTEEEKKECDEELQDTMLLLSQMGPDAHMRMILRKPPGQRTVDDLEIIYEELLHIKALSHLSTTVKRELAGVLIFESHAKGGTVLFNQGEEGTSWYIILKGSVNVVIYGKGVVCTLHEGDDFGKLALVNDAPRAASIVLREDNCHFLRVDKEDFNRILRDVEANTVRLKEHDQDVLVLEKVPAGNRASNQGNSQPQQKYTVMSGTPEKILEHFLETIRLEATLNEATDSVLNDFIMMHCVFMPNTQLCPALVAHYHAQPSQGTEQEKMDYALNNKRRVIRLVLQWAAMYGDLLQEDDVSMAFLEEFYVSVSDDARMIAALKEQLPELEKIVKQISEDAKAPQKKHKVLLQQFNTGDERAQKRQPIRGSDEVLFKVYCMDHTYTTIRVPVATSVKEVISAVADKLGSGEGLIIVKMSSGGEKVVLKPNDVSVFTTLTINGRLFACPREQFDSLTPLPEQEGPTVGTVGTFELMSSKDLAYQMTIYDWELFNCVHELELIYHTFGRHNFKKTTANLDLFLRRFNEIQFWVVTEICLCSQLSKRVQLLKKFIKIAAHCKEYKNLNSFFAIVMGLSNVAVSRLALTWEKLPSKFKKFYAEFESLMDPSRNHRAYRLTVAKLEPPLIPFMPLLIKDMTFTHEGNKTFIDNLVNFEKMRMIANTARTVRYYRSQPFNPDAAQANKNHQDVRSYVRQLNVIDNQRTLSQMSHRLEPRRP
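Compounds were added across a concentration range to EPAC2 (100 nM), RAP1B-BODIPY-GDP (250 nM) and GDP (50 uM). After 5 min at room temperature, fluorescence was recorded at 5-min intervals for 30 min.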
Akt phos inh – inhibitors of Akt phosphorylation. Neuro2A IGF-stimulated pAkt S473 HTRF, 20 min; stronger effect = lower value. activity change, % for hits at 50 µM. 0.32% of 360,000 active. AID 651550; in the data active = activity change below about -80%; inconclusive = mostly about -51% to -80%; also: % is scaled to controls: 0 for no effect and ±100 for the full control effect
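Neuro2A cells in DMEM with 0.5% FBS, overnight at 37 deg C, given compound at single 50 µM final, then IGF (6 nM final) for 20 min at 37 deg C. Lysed; phospho-Akt Ser473 by HTRF after 24 h, 665/615 ratio.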
CCT modulator – changes cytosolic chaperonin activity; purified chaperonin ATPase assay, HTRF ADP detection, 30 min; activity change, % (test concentration not listed), hits read low; 0.3% of 360,000 active; AID 651819; in the data active = activity change below about -30%; also: % is scaled to controls: 0 for no effect and ±100 for the full control effect
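Enzyme 40 or 20 nM (batch-dependent) in Tris pH 7.4/KCl/MgCl2/DTT; cpd 76 uM single point; ATP 10 uM; 30 min 37 °C; Transcreener ADP HTRF detection, 30 min RT; ratio 665/615.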
Nrf2 activator – Nrf2 pathway activation; AREc32 ARE-luciferase reporter (MCF7-derived line), luminescence, 24 h; AID 624171; 0.31% of 410,000 active; Potency, µM (titrated, usually from 46.1 µM), without a hit: at the highest dose activation, actives largely listed as activators; also: potency is read from the fitted curve at half-maximal effect; % of control where 0% means no effect; nearly all actives have a fitted effect of over 65% in size
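For detection, Steady-Glo was added and plates sat 30 min at RT; before that, AREc32_Fluc cells grown overnight in OPTI-MEM/5% FBS had been treated with 23 nL compound for 24 hr at 37 deg C.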
EPAC2 antagonist – antagonists of human EPAC2; Q8WZA2; EPAC2 GEF exchange of Rap1B-BODIPY-GDP, fluorescence; Potency, µM (titrated, usually from 114 µM), inactives show top-dose activity, negative = inhibition, actives largely listed as inhibitors; 0.18% of 360,000 active; also: potency is read from the fitted curve at half-maximal effect; % is scaled to controls: 0 for no effect and ±100 for the full control effect; nearly all actives have a fitted effect of over 45% in size; many of its hits are not listed in these tables
Active calls of the source: *; i = inactive; ? = inconclusive; / = no result given; [ ] = dose if it differs, or a comment. Unless noted, calls follow the shape of the dose curve; as a rule, active = well fitted curve in the direction sought with a large enough effect; inconclusive = small, poorly fitted or top-dose-only effect, or another doubt; inactive = no such curve, though single readings can be large; an effect the other way counts as inactive or inconclusive.

The opening two records, to show the layout:
SMILES | TGFb SMAD3 inh | MmCpn inh | A549 tox | Nrf2 block | EPAC2 ag | Akt phos inh | CCT modulator | Nrf2 activator | EPAC2 antagonist
CCN1C(=O)[C@H]2[C@@H](c3ccc(-c4ccccc4)c(OC)c3)N[C@@](CC(C)C)(C(=O)OC)[C@H]2C1=O | -4.0% | -3.9% | 3.1% | -29.0% | 5.7% | i | -2.4 | 8.1% | -13.2%
COCCNC(=O)Cn1c(=O)oc2cc(S(=O)(=O)N3CC(C)CC(C)C3)ccc21 (configuration not stated) | -25.8% | -1.6% | 0.1% | -11.1% | 3.8% | i | -6.7 | -0.4% | -1.6%

Results, previewed entries included:
SMILES | TGFb SMAD3 inh | MmCpn inh | A549 tox | Nrf2 block | EPAC2 ag | Akt phos inh | CCT modulator | Nrf2 activator | EPAC2 antagonist
CCN1C(=O)[C@H]2[C@@H](c3ccc(-c4ccccc4)c(OC)c3)N[C@@](CC(C)C)(C(=O)OC)[C@H]2C1=O | -4.0% | -3.9% | 3.1% | -29.0% | 5.7% | i | -2.4 | 8.1% | -13.2%
COCCNC(=O)Cn1c(=O)oc2cc(S(=O)(=O)N3CC(C)CC(C)C3)ccc21 (configuration not stated) | -25.8% | -1.6% | 0.1% | -11.1% | 3.8% | i | -6.7 | -0.4% | -1.6%
CCOC(=O)N1CCN(C(=O)COc2cc(C)c(Cl)c(C)c2)CC1 | 12.7% | 3.2% | 4.9% | 6.1% | -2.1% | i | -0.9 | 0.3% | 10.5%
COc1ccc2c(Cl)c(C(=O)N/N=C/c3cccnc3)sc2c1 | -16.2% | -2.3% | -1.6% | -27.7% | 2.3% | i | 0.8 | 2.9% | 0.0%
Cc1c(N(C)S(=O)(=O)c2cc(C(=O)N3CCCC3)ccc2Cl)c(=O)n(-c2ccccc2)n1C | -8.0% | 0.6% | 1.3% | 2.6% | 3.9% | i | -0.9 | -0.1% | 4.1%
O=C(NCC(c1cccnc1)N1CCN(c2ccc(F)cc2)CC1)c1cccc(Cl)c1 (configuration not stated) | ? | -0.4% | -0.7% | ? | 3.3% | i | -2.0 | 4.3% | -2.9%
CCCOc1ccc(N2C(=O)CC(NCc3cccs3)C2=O)cc1 (configuration not stated) | 13.8% | 1.1% | -0.9% | / | 2.8% | i | 0.1 | -0.2% | -0.3%
O=Cc1c(SCCO)nc2ccccn2c1=O | -3.1% | -3.0% | 1.2% | 9.8% | -3.5% | i | -0.4 | 8.4% | -0.3%
CC(=O)Nc1ccc(CN2CCCC(CO)(Cc3cccc(Cl)c3)C2)cc1 (configuration not stated) | -5.7% | -4.3% | -6.2% | ? | 6.1% | i | -3.1 | 5.1% | ?
CCOC(=O)C1CCN(C(=O)CN(c2ccc(Cl)c(C(F)(F)F)c2)S(C)(=O)=O)CC1 | 2.5% | 0.7% | -3.4% | -2.5% | -2.3% | i | 1.2 | -0.3% | 0.2%
N=C1S/C(=C\c2ccc(O)cc2)C(=O)N1c1ccc(F)cc1 | 4.8% | 0.6% | -9.7% | 13.4% | 8.8% | i | -5.3 | -0.2% | 10.5%
CC(=O)c1cccc(NC(=O)N2CCCc3ccccc32)c1 | 9.1% | -0.8% | -11.7% | 6.0% | 5.0% | i | 1.2 | 5.2% | -0.2%
CCCOc1ccc(C(=O)NCC(c2ccco2)N(C)C)cc1OC (configuration not stated) | 0.8% | 5.4% | 1.6% | -9.5% | 1.1% | i | -0.1 | 2.6% | -1.8%
COC(=O)c1ccccc1Oc1c(F)c(F)nc(N2CCOCC2)c1F | 24.1% | -2.1% | 11.2% | -17.0% | 8.5% | i | -0.9 | -0.5% | -5.8%
N#CC(c1ccc(Cl)nn1)c1c(F)cccc1Cl (configuration not stated) | 6.5% | -0.8% | 5.3% | -21.5% | 8.8% | i | -0.9 | 4.8% | -0.3%
c1ccc(Cc2nnc(Sc3ccccc3)c3ccccc23)cc1 | ? | ? | 7.7% | ? | 19.1% | i | -6.4 | ? | -5.0%
CCC(=O)N1CCN(c2ccccc2NC(=O)c2cccc(C)c2)CC1 | -1.7% | 0.3% | -8.1% | 0.0% | -1.1% | i | 0.7 | -0.6% | 4.7%
Cc1cccc(S(=O)(=O)c2cn(Cc3ccc(F)cc3)c3cc(N4CCCCC4)c(F)cc3c2=O)c1 | -0.3% | / | -5.0% | 12.4% | / | / | / | 0.3% | /
O=C(NCc1ccc(Cl)cc1Cl)Nc1ccccc1 | 5.6% | / | -2.2% | 20.3% | 1.0% | i | -0.3 | 2.9% | 15.5%
Cc1ccc(CNC(=O)C(=O)Nc2nccs2)cc1 | -4.7% | -1.0% | -2.6% | 17.2% | 4.7% | i | -1.1 | -0.4% | 2.8%
CCOC(=O)c1ccc(NC(=O)N2CCN(c3ccccn3)CC2)cc1 | -33.2% | 0.2% | -10.8% | ? | 4.4% | i | -2.6 | 0.3% | -1.8%
Cc1nc(CS(=O)c2ccccc2)cc(N2CCOCC2)n1 (configuration not stated) | 24.9% | 0.0% | -3.0% | 8.7% | 15.3% | i | -4.1 | -0.7% | 2.4%
COC(=O)N/N=C/c1cn(CCOc2cccc(OC)c2)c2ccccc12 | ? | -2.5% | 0.1% | -13.2% | -2.8% | i | -0.5 | 0.1% | -14.4%
S=C(Nc1ccc(Br)cc1)N1CCN(C2CCCCC2)CC1 | -0.1% | 0.8% | -7.1% | 4.6% | 12.2% | i | -2.4 | 0.4% | -1.1%
O=C(CCc1nc(-c2ccccc2)no1)NCc1cccnc1 | -35.9% | 1.5% | -27.1% | -18.2% | -0.8% | i | -1.8 | 0.2% | 12.0%
O=C(CC1SCCNC1=O)Nc1ccccc1Cl (configuration not stated) | 7.5% | 1.2% | 2.9% | 20.5% | 4.5% | i | -1.6 | 0.7% | -0.2%
C[C@H](CO)N1C[C@H](C)[C@H](CN(C)C(=O)Cc2ccncc2)Oc2ncc(Br)cc2C1=O | 0.4% | / | / | / | 2.2% | i | -0.6 | -0.5% | -19.5%
Cc1nc(SCc2nc3ccc(F)cc3[nH]2)c2oc3ccccc3c2n1 | ? | -0.7% | -10.3% | -26.2% | 3.8% | / | / | 6.2% | 4.5%
C[C@@H]1CN([C@@H](C)CO)C(=O)CCCn2nncc2CO[C@H]1CN(C)Cc1ccccc1 | 5.5% | / | / | / | -0.7% | i | 0.1 | -0.6% | -6.9%
CCN(CC(=O)Nc1ccc(Br)cc1F)CC(=O)NC1CCS(=O)(=O)C1 (configuration not stated) | 15.3% | 0.2% | -2.9% | 4.8% | 3.5% | i | -1.1 | 0.1% | 4.2%
CC(=O)Nc1ccc(NC(=O)Cc2sc(-c3cccnc3)nc2-c2ccc(C)cc2)cc1 | -9.8% | 2.3% | -12.7% | ? | -8.5% | i | -1.7 | -0.3% | 3.2%
CCOC(=O)c1sc2ccc(S(=O)(=O)N3CCCCC3)cc2c1N | 10.0% | -2.5% | 1.8% | ? | 11.6% | i | -2.9 | 1.8% | -11.8%
O=c1[nH]c(Cc2ccccn2)nc2scc(-c3ccc(Cl)cc3)c12 | -10.2% | -0.6% | -1.2% | ? | -13.2% | i | 2.7 | 4.3% | -6.2%
Cc1cccc(N(C(=O)c2sc(C)nc2C)C(C(=O)NCc2ccco2)c2ccccc2)c1 (configuration not stated) | -5.0% | -0.9% | -3.5% | ? | 7.4% | i | -2.7 | -0.7% | -3.7%
CCOc1ccc(S(=O)(=O)NCc2cccnc2)cc1C(C)C | -7.6% | 1.8% | 12.5% | -9.8% | 3.7% | i | 0.8 | -0.6% | -14.1%
CCOC(=O)C1CCN(C(=O)CCc2ccccc2)CC1 | 8.0% | 2.1% | 6.4% | 9.3% | -1.1% | i | 2.1 | -0.6% | 7.2%
O=C1CSC(c2cccnc2)N1Cc1cccnc1 (configuration not stated) | 1.2% | 2.2% | 4.4% | 4.8% | 6.9% | i | -0.5 | -0.8% | 8.3%
CCC(C(=O)NCCCN1CCCCCC1)n1nc(C)c2sc3ccccc3c2c1=O (configuration not stated) | 2.4% | -0.9% | 6.7% | 2.4% | -8.6% | i | -17.8 | -1.3% | 5.3%
CCCS(=O)(=O)N1CCC(C(=O)NCCc2ccc(OC)c(OC)c2)CC1 | -22.5% | 1.4% | -0.7% | 11.0% | -1.4% | i | -0.1 | 0.0% | -4.4%
CC1(C)OC(=O)C2=C(C[C@@H](CCc3ccccc3)O[C@H]2C2CCCC2)O1 | / | / | / | / | 10.1% | i | 1.1 | 9.9% | 3.0%
COCCNC(=O)C1(C)CCCN(CCS(=O)(=O)c2ccc(C)cc2)C1 (configuration not stated) | 6.7% | / | / | / | 0.9% | i | -2.1 | 0.4%[9.22 µM] | 9.3%
CCOc1ccc(C(=O)Nc2nnc(C(C)C)s2)cc1OCC | -1.7% | -3.4% | -0.3% | 8.1% | -3.2% | i | -0.5 | 3.2% | -2.0%

Whole records as entered above. Screens in order: TGFb SMAD3 inh, MmCpn inh, A549 tox, Nrf2 block, EPAC2 ag, Akt phos inh, CCT modulator, Nrf2 activator, EPAC2 antagonist
Listed for CC1(C)OC(=O)C2=C(C[C@@H](CCc3ccccc3)O[C@H]2C2CCCC2)O1 = /, /, /, /, 10.1%, i, 1.1, 9.9%, 3.0%
Listed for CCC(C(=O)NCCCN1CCCCCC1)n1nc(C)c2sc3ccccc3c2c1=O (configuration not stated) = 2.4%, -0.9%, 6.7%, 2.4%, -8.6%, i, -17.8, -1.3%, 5.3%
Listed for O=c1[nH]c(Cc2ccccn2)nc2scc(-c3ccc(Cl)cc3)c12 = -10.2%, -0.6%, -1.2%, ?, -13.2%, i, 2.7, 4.3%, -6.2%
Listed for CCOC(=O)c1sc2ccc(S(=O)(=O)N3CCCCC3)cc2c1N = 10.0%, -2.5%, 1.8%, ?, 11.6%, i, -2.9, 1.8%, -11.8%

Bioassay records: PubChem, National Center for Advancing Translational Sciences (NCATS)

Some of the compounds tested; rates above refer to the full screens.
